Compound activity: PubChem BioAssay, several laboratories
CRFBP-R2 agonist = agonists of human CRF-binding protein/CRF-R2 receptor complex | HEK293 CRF-R2/CRF-BP, calcium dye fluorescence (FLIPR); percent of saturating CRF peptide response | activation, % at 13.2 µM | actives 0.46% (n = 350,000) | AID 588473;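 active = activation of at least 50%, plus an integration ratio under a set limit after plate pattern correction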;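 also: plate controls were neutral control wells without compound for no effect and CRF at EC100 for full effect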
M5 ag = agonists of human muscarinic M5 receptor (CHRM5); P08912; CHO-K1 hM5 cells, Fluo-8 calcium fluorescence; 0% DMSO wells, 100% maximal acetylcholine response; activation, % at 3 µM; actives 0.19% (n = 360,000);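 active = activation above the run's mean over test compounds plus 3 SD, cut at about 23% in these data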;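 also: signal is peak over basal fluorescence ratio across the kinetic read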
Target sequence (P08912 whole entry, looked up): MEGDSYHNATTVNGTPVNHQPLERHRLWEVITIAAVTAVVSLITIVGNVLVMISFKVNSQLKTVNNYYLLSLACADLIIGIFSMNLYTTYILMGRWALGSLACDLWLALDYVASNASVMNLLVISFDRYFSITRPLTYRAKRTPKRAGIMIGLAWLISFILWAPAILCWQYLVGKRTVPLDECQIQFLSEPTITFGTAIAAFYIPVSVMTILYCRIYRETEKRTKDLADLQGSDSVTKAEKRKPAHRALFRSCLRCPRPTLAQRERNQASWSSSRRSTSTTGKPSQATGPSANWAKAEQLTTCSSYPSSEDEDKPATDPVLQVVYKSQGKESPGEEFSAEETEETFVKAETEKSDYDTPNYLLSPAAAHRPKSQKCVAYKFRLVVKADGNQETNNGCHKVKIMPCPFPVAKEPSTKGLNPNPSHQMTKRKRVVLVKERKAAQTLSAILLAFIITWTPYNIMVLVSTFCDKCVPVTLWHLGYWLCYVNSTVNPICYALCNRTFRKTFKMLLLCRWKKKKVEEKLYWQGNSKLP
CHRM5 PAM = potentiates acetylcholine response at human M5 receptor; P08912; CHO-K1 hM5, Fluo-8 calcium, ACh EC20 PAM; 0% = ACh EC20, 100% = ACh EC100; activation, % at 3 µM; actives 0.3% (n = 360,000); AID 624038;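 active = activation above the run cutoff, the mean activation of all test compounds plus 3 SD, cut at about 18% in these data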
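Measured by: Fluo-8 calcium fluorescence; material: human M5 receptor in CHO-K1 cells; schedule: Post-acetylcholine fluorescence recording 140 s; benchmarks: low control EC20 acetylcholine (0%), high control EC100 acetylcholine (100%); read-out: Max/basal fluorescence ratio as % of EC20–EC100 ACh window; compound: single dose, 3 µM nominal final test concentration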
M4 ag = CHRM4 agonism in calcium assay. P08173. CHO-K1 hM4/Gqi5, Fluo-8 calcium fluorescence; vehicle 0%, full acetylcholine response 100%. activation, % at 3 µM. actives 0.14% (n = 360,000). AID 624127;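 active = activation above the run mean over all test wells plus 3 SD, cut at about 32% in these data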;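 also: peak over basal fluorescence ratio per well then scaled between controls; 0% = DMSO wells and 100% = acetylcholine at EC100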
M1 PAM = positive allosteric modulators of human M1 muscarinic receptor; P11229; CHO-K1 hM1, Fluo-8 calcium fluorescence, ACh EC20; 0% = ACh EC20, 100% = maximal ACh; activation, % at 3 µM; actives 0.088% (n = 360,000); AID 588819; in the data active = activation above about 19%, passing the limit was not always enough
Target sequence (P11229 whole entry, looked up): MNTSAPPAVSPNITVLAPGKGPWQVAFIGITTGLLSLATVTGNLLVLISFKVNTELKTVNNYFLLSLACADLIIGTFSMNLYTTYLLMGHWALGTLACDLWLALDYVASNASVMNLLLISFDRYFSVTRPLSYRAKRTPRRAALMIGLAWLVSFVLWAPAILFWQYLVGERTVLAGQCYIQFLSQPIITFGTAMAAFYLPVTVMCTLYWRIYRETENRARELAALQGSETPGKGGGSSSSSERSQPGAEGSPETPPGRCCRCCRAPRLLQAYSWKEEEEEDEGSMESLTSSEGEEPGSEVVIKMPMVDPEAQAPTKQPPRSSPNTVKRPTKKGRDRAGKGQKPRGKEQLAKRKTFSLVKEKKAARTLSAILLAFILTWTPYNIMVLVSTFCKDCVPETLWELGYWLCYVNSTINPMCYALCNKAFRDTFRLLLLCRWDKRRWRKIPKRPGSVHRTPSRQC
M1 antag = human CHRM1 antagonism; CHO-K1 hM1, Fluo-8 calcium fluorescence, ACh EC80 antagonist; inhibition, % at 3 µM; P11229; actives 1.3% (n = 360,000);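 active = percent inhibition above its own plate's cutoff, namely the mean of that plate's compound wells plus 3 SD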;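 also: peak over basal fluorescence ratio during 140 s after agonist addition; 0% = ACh EC80 plus DMSO and 100% = DMSO alone without agonist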
M4 PAM = CHRM4 positive allosteric modulation | P08173 | CHO-K1 hM4/Gqi5, Fluo-8 calcium fluorescence, ACh EC20; 0% = ACh EC20, 100% = maximal ACh | activation, % at 3 µM | actives 0.4% (n = 360,000) | AID 624126;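 active = activation above its plate's cutoff, the mean activation of sample wells plus 3 SD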; also: some results filed as inactive read as strong as hits
M5 antag = CHRM5 antagonism in calcium assay; actives 0.59% (n = 360,000); inhibition, % at 3 µM; P08912; CHO-hM5 cells, Fluo-8 calcium fluorescence, ACh EC80;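 active = inhibition above a per-plate cutoff, the mean of that plate's test compounds plus 3 SD, cut at about 27% in these data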;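 also: 0% = acetylcholine EC80 with DMSO and 100% = DMSO without agonist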
CHRM4 antagonist = blocks acetylcholine activation of human M4 receptor; CHO-hM4 cells, ACh EC80, Fluo-8 calcium fluorescence; inhibition, % at 3 µM; actives 0.73% (n = 360,000);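 active = inhibition above its plate's cutoff, the mean inhibition of sample wells plus 3 SD, cut at about 27% in these data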;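 also: 0% = acetylcholine EC80 with DMSO and 100% = DMSO without agonist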
Starred values were filed as active, the others as inactive.

SMILES | CRFBP-R2 agonist | M5 ag | CHRM5 PAM | M4 ag | M1 PAM | M1 antag | M4 PAM | M5 antag | CHRM4 antagonist
Nc1nn(-c2ccccc2)nc1C(=O)OCc1ccccc1 | 0.1 | -3.7 | 3.6 | 1.3 | 4.5 | -5.1 | 2.3 | 2.3 | -2.4
COc1cc(/C=N/NC(=O)c2cn(-c3cccc(C)n3)cn2)ccc1O | -4.4 | -0.4 | -13.7 | 14.7 | -4.2 | -5.2 | -7.4 | 16.4 | -1.4
Cc1cccc(C=NOCCc2ccccc2)n1 | -2.6 | 3.5 | 2.9 | -0.1 | 16.8 | -24.6 | 12.4 | 0.3 | -2.3
S=C(NCCc1ccccc1)N1CCN(C(=S)NCCc2ccccc2)CC1 | 0.4 | 1.2 | -0.9 | 0.7 | 6.3 | -5.9 | 5.8 | 5.5 | 4.7
COc1ccccc1CN1CCNC(=O)C1CC(=O)O (centres undefined) | 6.5 | -3.6 | -3.7 | 1.0 | 7.5 | -2.5 | 1.6 | 1.3 | 0.8
O=C(NCCCNc1ccc(C(F)(F)F)cc1[N+](=O)[O-])c1ccc(F)cc1 | -0.6 | -1.0 | -7.1 | 3.9 | -3.3 | -3.1 | -4.1 | 15.8 | 7.4
CC(=O)c1ccc(N/N=C(/C(N)=O)C2=NC(C)(C)Cc3ccccc32)cc1 | -0.5 | -0.8 | -15.8 | 11.8 | -3.5 | 15.7 | -20.6 | 13.2 | 7.1
Cc1cc(C)n2cc(CSc3nnnn3C)nc2n1 | 2.7 | -4.5 | -3.2 | 0.4 | 8.3 | -13.0 | 5.9 | 1.9 | -2.0
c1ccc(OCCN2C3=NCCN3c3ccccc32)cc1 | -0.2 | -7.0 | -6.6 | 1.2 | -3.2 | 3.0 | -4.3 | 2.9 | 7.9
O=C1C(=O)N(c2ccccn2)C(c2ccc(Br)cc2)/C1=C(/O)c1ccc(Br)cc1 (centres undefined) | 0.1 | 1.9 | 1.7 | 0.8 | 8.4 | -18.6 | -1.6 | 0.5 | 3.8
O=C(CC(Nc1ccccc1Cl)C(=O)OCC(=O)c1cccs1)c1ccccc1 (centres undefined) | 1.1 | -0.8 | -2.6 | 1.2 | 2.5 | 1.9 | -5.5 | 5.2 | 16.4
O=S(=O)(c1ccc2nc(Cc3cccc(C(F)(F)F)c3)[nH]c2c1)N1CCOCC1 | 0.1 | 5.4 | -0.4 | 5.3 | 9.4 | -6.4 | 4.3 | -0.3 | -3.4
COc1ccccc1/C=C(\C)C(=O)c1c(C)cc(C)[nH]c1=O | -3.3 | -3.9 | 6.3 | 2.6 | -2.5 | -5.1 | 3.0 | -0.9 | -14.7
COc1ccc(OC)c(/C=C/C(=O)c2ccc3c(c2)OCCO3)c1 | -0.5 | -7.8 | -9.5 | 0.4 | 4.8 | -6.3 | 2.9 | 12.7 | 11.8
Cc1cccc(OCC(O)Cn2c(=N)n(Cc3ccccc3)c3ccccc32)c1 (centres undefined) | -0.9 | -1.6 | -1.8 | 3.2 | 3.4 | -0.4 | -7.5 | 11.6 | -0.5
COc1ccc(/C=N/NC(=O)c2ccc(NC(=O)C3CCCCC3)cc2)cc1O | 2.4 | -1.9 | -4.3 | 2.3 | -1.2 | 0.4 | -7.5 | 14.0 | 3.4
CNC(=O)c1cc2cc(OC)ccc2oc1=N | 0.4 | -1.7 | -0.7 | -0.5 | 1.6 | 3.0 | 0.6 | -8.3 | 1.8
Nc1ccc(-n2nc3ccccc3n2)cc1 | -1.2 | -6.2 | -13.0 | 17.5 | 0.4 | 3.8 | -11.1 | 12.1 | -1.1
O=C(CCCCC(=O)NN=Cc1ccccc1O)NN=Cc1ccccc1O | -3.7 | 3.3 | 7.5 | 4.5 | 4.8 | -9.3 | 1.2 | 8.1 | -10.6
O=S1(=O)CCN2C(c3cccc4ccccc34)=CSC2=N1 | -1.6 | 1.9 | 12.8 | 1.7 | -0.8 | 15.8 | 7.7 | 3.6 | -4.0
N#C/C(=C\C1=C(N2CCOCC2)C(=C/c2cccc([N+](=O)[O-])c2)/CC1)C(=O)Nc1ccccc1F | -0.5 | 1.0 | 8.1 | 0.6 | 3.2 | -0.3 | 9.7 | 0.3 | 0.8
COCc1ccc(CN2CCC(C(=O)Nc3cccc(-c4cccc(Cl)c4)c3)CC2)o1 | 6.0 | -7.1 | -12.7 | 21.2 | -8.5 | 15.6 | -12.6 | 8.4 | 10.0
O=C(O)CN1C(=O)SC(Nc2ccccc2)C1=O (centres undefined) | -1.8 | 0.5 | -2.2 | 0.4 | 1.9 | -5.1 | 5.5 | 2.8 | 6.2
O=C(c1cccc(F)c1)N1CCC(N2CCCCCC2)CC1 | -0.3 | -8.6 | -0.2 | 0.1 | -10.3 | 5.8 | -2.2 | 24.2 | 2.1
CN(Cc1ccccc1)C(=O)COC(=O)COc1ccc(Cl)cc1 | -3.7 | -0.4 | -7.5 | 0.3 | 3.7 | -2.1 | 5.1 | 19.2 | -10.0
CC(C)c1ccc(NC(=O)NC2CC3CCC(C2)N3Cc2cccs2)cc1 (centres undefined) | 5.9 | -7.5 | -4.6 | 3.0 | 0.1 | 10.3 | -5.2 | 16.1 | 0.4
O=C(CCS(=O)(=O)c1ccc2c(c1)NC(=O)CO2)NCCc1ccccc1 | 2.8 | -3.9 | 5.0 | 1.3 | 7.8 | -14.3 | 7.2 | -1.3 | -7.8
Cc1ccc(SCC(=O)OC(C)C(=O)NCc2ccccc2)cc1 (centres undefined) | -3.7 | -2.8 | 1.9 | 0.2 | 4.6 | -9.8 | 3.0 | 11.9 | -0.1
Cc1cccn2c(CN(C)CCC3CCCCO3)c(C(=O)N3CCCCC3)nc12 (centres undefined) | -1.5 | 3.3 | -8.6 | 7.5 | -1.6 | -5.5 | -8.5 | 2.0 | 5.7
Cc1ccc(S(=O)(=O)/N=C2\C=C(Nc3ccc(O)cc3)C(=O)c3ccccc32)cc1 | -0.5 | -9.0 | -23.6 | 2.8 | 3.6 | -1.0 | -3.9 | 15.8 | 14.2
O=C(CN(C(=O)CCC(=O)Nc1nccs1)c1cccc(F)c1)NCc1ccc2c(c1)OCO2 | -2.4 | -0.4 | 5.8 | -1.1 | 2.9 | -2.0 | 4.9 | 4.1 | 2.4
O=C(COc1coc(CN2CCc3ccccc3C2)cc1=O)Nc1ccc(F)cc1F | -2.3 | -0.8 | 0.4 | 2.1 | 3.8 | -7.3 | 1.1 | 7.1 | 3.8
COc1ccc(CNS(=O)(=O)c2ccc(-c3cnc(C4CC4)o3)cc2)cc1 | 0.4 | 2.5 | -7.2 | 16.4 | -2.5 | -6.4 | -4.1 | 5.9 | -19.7
COc1ccc(NC(=O)Nc2ccc3c(c2)N(C)C(=O)CS3)cc1Cl | 1.9 | 8.6 | -23.5 | 21.6 | -10.2 | 22.9 | -14.6 | 31.1* | 17.4
Cc1ccc(-n2c(O)c(C=Nc3ccc(S(=O)(=O)Nc4ncccn4)cc3)c3ccccc3c2=O)cc1C | -3.5 | -5.3 | 4.8 | 0.5 | -1.9 | 8.0 | 3.8 | -4.9 | 3.7
CN(C(=O)COc1ccc([N+](=O)[O-])cc1)C1CCS(=O)(=O)C1 (centres undefined) | 1.3 | -0.7 | -0.3 | 2.5 | 0.2 | -2.5 | 13.5 | 5.5 | -5.0
CCOC(=O)N1CCN(S(=O)(=O)N2CCCC(C(=O)NCc3ccccc3OC)C2)CC1 (centres undefined) | 0.1 | 1.1 | 2.1 | 2.1 | 16.8 | -15.5 | 1.5 | 4.3 | 2.3
Cc1csc(NC(=O)CSc2nncc(=O)n2N)n1 | 0.7 | 5.0 | 0.8 | 2.2 | 7.8 | -2.5 | 0.8 | -0.3 | 1.2
CCOc1ccc(-n2cc(-c3ccccc3)c3c(=O)[nH]cnc32)cc1 | 0.0 | -4.5 | -16.2 | -0.3 | 2.4 | -8.4 | -0.7 | 9.2 | -1.8
Cc1ccc(OC(C)C(=O)Nc2ccc(C)c(S(=O)(=O)Nc3ccc(C)cc3C)c2)cc1 (centres undefined) | 13.4 | -0.1 | -6.6 | 0.7 | -2.1 | -0.1 | -6.9 | -1.5 | -5.6
COc1cccc(C(=O)CN2C(=O)C(C)(C)Oc3ccc(C(=O)N4CCOCC4)cc32)c1 | -1.3 | -1.7 | -2.9 | 1.5 | -0.8 | -0.9 | -6.5 | 12.0 | 12.2
O=C(N/N=C/c1ccc(O)cc1)c1nc(-c2ccccc2)n(-c2ccccc2)n1 | -0.4 | -2.2 | -2.9 | 0.7 | 10.0 | -7.5 | 9.9 | -1.5 | 3.1
N#C/C(=C\c1ccco1)C(=O)NCC1CCCO1 (centres undefined) | 0.7 | 1.6 | -1.8 | 0.8 | 4.5 | -4.2 | -1.3 | 3.6 | 0.8
Cc1ccc(-c2nc3ncccn3c2Nc2ccccc2C)o1 | 1.7 | -4.8 | -3.2 | 1.0 | 3.6 | -1.7 | -1.2 | 8.0 | 1.5
Cc1cc(C)n(CC(O)COc2ccc(C(C)C)c(C)c2)n1 (centres undefined) | -1.2 | -0.7 | -4.4 | 1.5 | 2.6 | -4.2 | -0.5 | 6.9 | 7.9
COc1ccc2c(CC(=O)N[C@@H](Cc3c[nH]c4ccccc34)C(=O)O)cc(=O)oc2c1 | 3.9 | -3.4 | 3.7 | 0.6 | 5.6 | -11.7 | 4.3 | -4.5 | -14.9
CN(C)S(=O)(=O)Nc1ccccc1C(N)=O | 1.5 | 1.9 | -1.9 | 0.1 | 1.7 | 5.0 | 18.4 | -2.9 | 2.9
CC(C)COc1nc2c(c(=O)n(C)c(=O)n2C)n1C | -2.7 | -3.0 | -3.7 | 0.4 | 7.9 | -14.0 | 2.2 | 9.9 | -4.9
Cn1c(=O)oc2cc(S(=O)(=O)N3CCC(C(=O)NCCc4ccccc4)CC3)ccc21 | -5.9 | -1.4 | -8.0 | 0.1 | 1.8 | -3.9 | -0.8 | 20.5 | -1.2
CCOc1ccc(OCCCC(=O)N2CCN(S(=O)(=O)c3ccccc3C#N)CC2)cc1 | 0.0 | 2.7 | -23.9 | 18.7 | -10.9 | 17.2 | -11.2 | 19.3 | 14.9
